Tb PFK inh: inhibitors of T. brucei phosphofructokinase. O15648. 0.17% of 330,000 active. T. brucei PFK, ADP-Glo luminescence. Potency, µM (doses to about 57.5 µM), inactives show at the top dose activity, negative = inhibition, hits mostly inhibitors. AID 485367;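 further: potency means the concentration at half of the fitted maximal effect; 0% = uninhibited 1x PFK enzyme wells and -100% = no-enzyme wells; nearly all actives have a fitted effect of over 60% in size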
Target sequence (O15648 whole entry, looked up): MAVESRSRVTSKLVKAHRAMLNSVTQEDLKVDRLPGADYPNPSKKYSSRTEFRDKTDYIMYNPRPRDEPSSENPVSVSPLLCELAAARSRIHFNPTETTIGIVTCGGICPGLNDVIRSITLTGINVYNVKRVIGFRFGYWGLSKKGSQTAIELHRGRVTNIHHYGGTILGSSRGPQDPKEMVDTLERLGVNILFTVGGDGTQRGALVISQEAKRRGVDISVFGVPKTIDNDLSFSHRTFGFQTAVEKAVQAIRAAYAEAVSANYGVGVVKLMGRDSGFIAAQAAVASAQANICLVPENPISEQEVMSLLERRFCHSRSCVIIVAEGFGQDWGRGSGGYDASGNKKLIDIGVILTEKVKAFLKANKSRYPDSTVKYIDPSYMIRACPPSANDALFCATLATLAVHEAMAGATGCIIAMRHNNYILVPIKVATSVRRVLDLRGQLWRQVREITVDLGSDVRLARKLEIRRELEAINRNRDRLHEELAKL
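PFK 1.25 nM, F6P 0.5 mM, ATP 0.1 mM, 0.1 M TEA pH 8.0, 5 mM MgCl2, 0.01% Tween20, 0.1% BSA; 45 min RT. ADP-Glo readout. qHTS titration up to 57 uM; curves fitted, compounds curve-classed.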
RORgamma inh: ROR gamma (mouse) transcription inhibition | Drosophila S2 Gal4-RORgamma UAS-luciferase reporter, 20 h | Potency, µM (series often up to 53.6 µM), inactives show at the top dose activity change, negative = inhibition, most hits filed as inhibitors | 5.4% of 310,000 active | AID 2551; further: potency means the concentration at half of the fitted maximal effect; on the % scale 0 is the no-effect control and ±100 the full control effect; nearly all actives have a fitted effect of over 60% in size
Target sequence (P51450 whole entry, looked up, the tested form may be a part): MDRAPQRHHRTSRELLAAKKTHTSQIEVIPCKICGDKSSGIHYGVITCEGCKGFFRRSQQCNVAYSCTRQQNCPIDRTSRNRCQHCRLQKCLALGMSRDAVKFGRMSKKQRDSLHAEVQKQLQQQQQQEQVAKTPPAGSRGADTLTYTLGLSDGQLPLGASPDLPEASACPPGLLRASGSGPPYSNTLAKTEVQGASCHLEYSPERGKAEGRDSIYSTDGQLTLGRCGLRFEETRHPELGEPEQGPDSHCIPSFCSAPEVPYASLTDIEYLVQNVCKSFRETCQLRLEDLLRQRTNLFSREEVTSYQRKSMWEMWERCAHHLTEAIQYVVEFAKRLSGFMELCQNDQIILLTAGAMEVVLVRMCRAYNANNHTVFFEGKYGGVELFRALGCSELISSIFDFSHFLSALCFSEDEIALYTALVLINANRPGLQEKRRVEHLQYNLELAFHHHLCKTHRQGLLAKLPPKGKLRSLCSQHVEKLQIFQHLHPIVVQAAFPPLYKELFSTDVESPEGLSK
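Schneider cells (Drosophila), stable Gal4 DBD–ROR gamma + UAS-luc; 1 hr cmpd preincubation; Cu2+ induction 700 uM final; 20 hr ambient; luminescence.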
Rab9 prom act: activates the Rab9 promoter; Huh7 Rab9 promoter-luciferase reporter, luminescence, 24 h; Potency, µM (titrated, usually from 9.22 µM), without a hit: at the highest dose activation, negative = inhibition, actives largely listed as activators; 2.8% of 320,000 active; AID 485297; further: potency means the concentration at half of the fitted maximal effect; % of control where 0% means no effect; nearly all actives have a fitted effect of over 60% in size
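Measured in stably transfected Huh7 cells bearing a Rab9 promoter–luciferase construct: 24 h compound treatment at 37 °C, followed by luminescence detection.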
BRCA1 expr up: increases BRCA1 expression. MCF7-BRCA1-FFLuc reporter, luminescence, 48 h; response scale: scaled: vehicle 0%, 10 µM genistein 100%. Potency, µM (titrated, usually from 46.1 µM), for inactives: at the highest dose activation, hits mostly activators. 1.1% of 380,000 active. AID 624202; further: potency means the concentration at half of the fitted maximal effect; nearly all actives have a fitted effect of over 80% in size; some results filed as inactive show a strong effect at the top dose
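Reporter cells (MCF7, BRCA1 promoter-firefly luciferase) received library compounds across a concentration series for 48 h. End-point luminescence was measured and concentration-effect curves derived after normalization.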
p53 reactivation: mutant p53 re-activation in reporter cells | Potency, µM (doses to about 92.2 µM), for inactives: at the top dose activity change, positive = activation, most hits filed as activators | H1299 p53-A138V BP100-luciferase reporter, luminescence, 24 h | AID 504706 | 0.063% of 320,000 active; further: potency means the concentration at half of the fitted maximal effect; % of control where 0% means no effect; nearly all actives have a fitted effect of over 45% in size
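H1299 (p53-null), stable ts p53-A138V + BP100-Luc; 1000 cells/well, Opti-MEM/10% FBS; cpd 4 pt, 1:5; 24 h, 37 deg C, 5% CO2; detection reagent 10 min RT; luminescence.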
ELG1 DNA repair: ELG1-dependent DNA repair inhibition; Potency, µM (series often up to 46.1 µM), without a hit: at the top dose activity change, negative = inhibition, actives largely listed as inhibitors; HEK293T ELG1-luciferase reporter, luminescence, 16 h; DNA damage induced by 5-fluorouridine; 2.3% of 330,000 active; AID 504467; further: potency means the concentration at half of the fitted maximal effect; on the % scale 0 is the no-effect control and ±100 the full control effect; nearly all actives have a fitted effect of over 55% in size
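DMSO vehicle served as the neutral condition. Each well held 2,000 cells given 5-fluorouridine plus compound; after 16 hr at 37 °C/5% CO2, ONE-Glo was added and luciferase measured 30 min later.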
FLuc counter: counter-screen for miR-21 project: firefly luciferase inhibitors or activators; P08659; Potency, µM (highest dose often 57.5 µM), for the others: top-dose activity change, negative = inhibition, most hits filed as inhibitors; AID 588342; 6.9% of 360,000 active; purified FLuc, Km substrates, luminescence inhibition;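 further: potency means the concentration at half of the fitted maximal effect; plate controls were vehicle for no effect and reference inhibitor for full effect; nearly all actives have a fitted effect of over 55% in size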
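Biochemical qHTS of compounds, final roughly 60 µM downward over six points, against 10 nM purified firefly luciferase using Km concentrations of substrates (10 uM D-luciferin, 10 uM ATP) in Tris acetate pH 7.5 buffer; luminescence output.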
NPC1 prom act: NPC1 promoter activation. Huh7 NPC1 promoter luciferase reporter, 24 h. Potency, µM (top dose mostly 9.22 µM), inactives show top-dose activation, hits mostly activators. 2.4% of 320,000 active;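 further: potency means the concentration at half of the fitted maximal effect; % of control where 0% means no effect; nearly all actives have a fitted effect of over 60% in size; reporter is driven by a mutant NPC1 promoter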
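Compounds in DMSO were transferred onto Huh7 NPC1-luciferase reporter cells pre-incubated 2 h; after 24 h at 37 °C, Amplite reagent was dispensed and luminescence recorded 10 min later.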
ELG1 genotoxic: induces genotoxicity in HEK293T cells with luciferase-tagged ELG1 | 1.3% of 330,000 active | AID 504466 | HEK293T ELG1-luciferase reporter, luminescence, 16 h | Potency, µM (series often up to 46 µM), without a hit: at the top dose activity change, positive = activation, hits mostly activators; further: potency means the concentration at half of the fitted maximal effect; % of control where 0% means no effect; nearly all actives have a fitted effect of over 60% in size
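Step 1: seed 2,000 HEK293T ELG1-luciferase cells per well. Step 2: add compound or DMSO, incubate 16 hr at 37 °C. Step 3: ONE-Glo, 30 min at room temperature, read luminescence.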
VP16 counter: Gal4-VP16 reporter inhibition counter-screen; Drosophila S2 Gal4-VP16 UAS-luciferase, luminescence, 20 h; Potency, µM (highest dose often 53.6 µM), without a hit: at the highest dose activity, negative = inhibition, most hits filed as inhibitors; 3.5% of 310,000 active;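 further: Gal4-VP16 expression switched on by copper sulfate through the metallothionein promoter; potency means the concentration at half of the fitted maximal effect; on the % scale 0 is the no-effect control and ±100 the full control effect; nearly all actives have a fitted effect of over 50% in size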
TRPV1 ag: agonists of human vanilloid receptor 1 (TRPV1); Q8NER1; TRPV1-expressing cells, Fluo-8 calcium influx, agonist mode; activation, % at 8.33 µM; 0.19% of 320,000 active; AID 540275; in the data active means activation above about 80%; inconclusive means between about 30% and that limit; further: 0% is about no effect
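Cells expressing TRPV1 were dye-loaded with Fluo-8 and read kinetically: 10 s baseline, 3 min after compound (agonist portion), then 2 min after EC20 capsaicin (allosteric enhancer portion). Calcium-bound dye fluorescence at 480/520 nm.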
* hit, by the source's call; ? = inconclusive; . = not tested or not shown. Unless noted, the call rests on the fitted dose curve; in most records, active means well fitted curve in the direction sought with a large enough effect; inconclusive means small, poorly fitted or top-dose-only effect, or another doubt; inactive means no such curve, though single readings can be large; an effect the other way counts as inactive or inconclusive.

structure	Tb PFK inh	RORgamma inh	Rab9 prom act	BRCA1 expr up	p53 reactivation	ELG1 DNA repair	FLuc counter	NPC1 prom act	ELG1 genotoxic	VP16 counter	TRPV1 ag
Cc1sc2ncnc(N3CCC(C(=O)N(C)CC(=O)Nc4ccccc4Cl)CC3)c2c1C	-1%	.	-1%	-35%	.	7.3µM*	0%	0%	-21%	.	?
CC1(C)CC(NC(=O)c2cccc(S(=O)(=O)N(Cc3ccccc3)c3ccccc3)c2)CC(C)(C)N1	11%	.	-1%	-85%	7%	15%	1%	-3%	-8%	.	-6
Cc1ccc(C)c(OCc2nnc(N)s2)c1	-1%	13µM*	-2%	-9%	-9%	?	-16%	0%	0%	-13%	0
COCCn1c(=O)[nH]c2cc(C(=O)NCCCN3CCN(c4ccc(F)cc4)CC3)ccc2c1=O	-2%	?	-3%	-18%	3%	?	3%	-5%	-11%	?	1
Nc1nc(SCC(=O)NC2CCCC2)[nH]c(=O)c1-c1ccccc1	4%	-2%	-3%	.	-2%	-4%	4%	0%	0%	2%	-1
O=C(OCc1nc2ccccc2s1)c1ccc(Br)s1	0%	-14%	14%	16%	4%	?	19µM*	12%	4%	2%	?
CC(C)(C)c1cc(CNC2CS(=O)(=O)C[C@@H]2O)cc(C(C)(C)C)c1O (some centres not stated)	-1%	-22%	1%	0%	12%	-5%	-2%	-1%	1%	-13%	20
COc1cccc(C(=O)NC2CCN(C(=O)N3c4ccccc4Sc4ccccc43)CC2)c1	2%	?	-5%	-41%	0%	?	0%	-6%	-11%	?	?
O=c1c2ccccc2cnn1Cc1n[nH]c(=S)n1-c1ccc(Cl)cc1	-2%	?	1%	28%	-7%	2%	-1%	0%	2%	?	1
NS(=O)(=O)c1ccc(NC2(C(=O)O)CCCC2)cc1	-2%	-23%	-1%	-8%	8%	12%	3%	-1%	-5%	4%	-1

(more compounds)
structure	Tb PFK inh	RORgamma inh	Rab9 prom act	BRCA1 expr up	p53 reactivation	ELG1 DNA repair	FLuc counter	NPC1 prom act	ELG1 genotoxic	VP16 counter	TRPV1 ag
CCNc1nc(NC(C)C)nc(ON=C(C)C)n1	2%	?	-6%	.	4%	5%	3%	3%	2%	?	0
C=CCNC(=O)/C(C#N)=C/c1c(N2CCCCCC2)nc2ccccn2c1=O	-17%	?	0%	-46%	-4%	?	1%	0%	-7%	5%	7
O=C(NCc1ccco1)c1ccc(S(=O)(=O)N2CCCCCC2)cc1	10%	.	-1%	-11%	?	-6%	2%	0%	-3%	.	8
COc1ccc(NC(=O)CN(C)CC(=O)N2CCCCCC2)cc1	0%	.	1%	3%	-1%	15%	2%	11%	1%	.	-5
CN(C)C(=O)c1ccc(NC(=O)CC2SC(N3CCCC3)=NC2=O)cc1 (configuration not stated)	4%	.	-1%	21%	-1%	8%	5%	-3%	-3%	.	5
CCN1CCN(c2ccc(S(=O)(=O)N3CCOCC3)cc2NC(=O)C(C)Oc2ccc(F)cc2)CC1 (configuration not stated)	-4%	.	1%	6%	-5%	-9%	-2%	-2%	2%	.	18
CCCCOc1ccc(C2NC(=O)NC(C)=C2C(C)=O)cc1OCC (configuration not stated)	4%	27%	0%	-14%	-8%	-5%	-1%	0%	-2%	-9%	-1
O=C(CSc1nnc(NC(=O)C2CC2)s1)NCc1ccccc1Cl	0%	13%	-4%	12%	-1%	1%	-9%	-2%	3%	-3%	-2
CCOCCCNC(=O)C(NC(=O)Cc1cccs1)c1ccccc1 (configuration not stated)	-5%	15%	2%	0%	1%	1%	0%	-2%	-1%	7%	-5
CC1CCCCC1NC(=O)CSc1nncs1 (configuration not stated)	2%	16%	0%	5%	5%	2%	0%	8%	3%	2%	1

Next entries follow:
structure	Tb PFK inh	RORgamma inh	Rab9 prom act	BRCA1 expr up	p53 reactivation	ELG1 DNA repair	FLuc counter	NPC1 prom act	ELG1 genotoxic	VP16 counter	TRPV1 ag
Cc1ncoc1C(=O)N1CCCC(C(=O)c2ccc3c4c(cccc24)CC3)C1 (configuration not stated)	-2%	27%	-5%	9%	-5%	16µM*	-3%	-3%	-7%	1%	?
COc1cc(/C=N/NC(=O)c2ccc(N)cc2)ccc1OC(=O)c1cccc(C)c1	3%	11%	1%	26%	-11%	-2%	-15%	2%	-2%	-9%	2
COC(=O)C1=C(C)NC(=O)CC1c1ccccc1 (configuration not stated)	-2%	-3%	2%	1%	-3%	?	4%	-3%	1%	-13%	-1
O=C(NCc1cn2ccccc2n1)C1CCC(=O)N(Cc2ccccc2F)C1 (configuration not stated)	0%	-22%	4%	-2%	-5%	15%	-2%	5%	1%	0%	1
CCN1CCN(S(=O)(=O)CC2(C)C3CCC2(C)C(=O)C3Br)CC1 (configuration not stated)	-2%	17%	-7%	-8%	-3%	4%	1%	0%	-2%	11%	2
O=C(O)CC1CCCC(c2ccccc2)C1=O (configuration not stated)	4%	-1%	11%	4%	-7%	15%	-6%	-3%	2%	3%	2
Cc1ccccc1NC1=NS(=O)(=O)c2ccccc21	1%	2%	-3%	4%	-3%	-1%	2%	-1%	-1%	-7%	-1
CC1(C)Cc2c(sc(NC(=O)C(=O)N3CCCCC3)c2C(=O)O)CO1	-3%	7%	-2%	-27%	3%	12%	-3%	4%	-1%	-10%	-3
O=C(CN(C(=O)c1nsc(Cl)c1Cl)c1cccc(F)c1)NC1CCCC1	-2%	-2%	2%	-10%	-4%	1%	3%	0%	-3%	-3%	13
COc1cc2c(C(=O)NCc3ccc4c(c3)OCO4)cn(CC(C)C)c(=O)c2cc1OC	0%	?	-2%	-16%	-14%	?	0%	-1%	8%	?	?

Following part
structure	Tb PFK inh	RORgamma inh	Rab9 prom act	BRCA1 expr up	p53 reactivation	ELG1 DNA repair	FLuc counter	NPC1 prom act	ELG1 genotoxic	VP16 counter	TRPV1 ag
O=C1NC(c2ccc(Cl)c([N+](=O)[O-])c2)Nc2ccccc21 (configuration not stated)	21µM*	21%	0%	-11%	19%	-18%	3%	-3%	-10%	27%	1
COc1ccc(C2CC(=O)C(C=NCCN3CCN(C(C)=O)CC3)=C(O)C2)cc1OC (configuration not stated)	0%	-1%	14%	.	-5%	2%	0%	-3%	1%	-1%	1
COc1ccc(C(=S)N2CCOCC2)cc1OC(=O)c1cc(OC)c(OC)c(OC)c1	?	29%	-2%	-15%	-4%	-4%	-5%	-3%	18%	-6%	0
Nc1nc(N)c2c(n1)CCCC2	-8%	-21%	-6%	-8%	-3%	1%	-1%	-7%	-1%	-6%	-1
O=C(CNC(=O)c1ccc(OC(F)F)cc1)NC1CCCc2ccccc21 (configuration not stated)	-1%	-1%	13%	-20%	-10%	-9%	2%	-1%	-5%	-5%	-3
COc1ccccc1N1CC(C(=O)Nc2ccc(N3CCOCC3)cc2)CC1=O (configuration not stated)	11%	.	-3%	-1%	5%	18%	5%	0%	0%	.	1
CN(C/C=C/c1ccccc1)C1CCCCC1	2%	1%	-2%	1%	4%	3%	6%	-2%	8%	4%	0
COc1ccccc1CN1CCNC(=O)C1CC(=O)NC1Cc2ccccc2C1 (configuration not stated)	1%	19%	-4%	-5%	0%	-8%	0%	1%	0%	9%	0

Exported with two lines to a compound: seven of the compounds above
Sequence of screens: Tb PFK inh | RORgamma inh | Rab9 prom act | BRCA1 expr up | p53 reactivation | ELG1 DNA repair | FLuc counter | NPC1 prom act | ELG1 genotoxic | VP16 counter | TRPV1 ag
> COc1ccc(C2CC(=O)C(C=NCCN3CCN(C(C)=O)CC3)=C(O)C2)cc1OC (configuration not stated)
  0% | -1% | 14% | . | -5% | 2% | 0% | -3% | 1% | -1% | 1
> COc1ccc(C(=S)N2CCOCC2)cc1OC(=O)c1cc(OC)c(OC)c(OC)c1
  ? | 29% | -2% | -15% | -4% | -4% | -5% | -3% | 18% | -6% | 0
> Nc1nc(N)c2c(n1)CCCC2
  -8% | -21% | -6% | -8% | -3% | 1% | -1% | -7% | -1% | -6% | -1
> O=C(CNC(=O)c1ccc(OC(F)F)cc1)NC1CCCc2ccccc21 (configuration not stated)
  -1% | -1% | 13% | -20% | -10% | -9% | 2% | -1% | -5% | -5% | -3
> COc1ccccc1N1CC(C(=O)Nc2ccc(N3CCOCC3)cc2)CC1=O (configuration not stated)
  11% | . | -3% | -1% | 5% | 18% | 5% | 0% | 0% | . | 1
> CN(C/C=C/c1ccccc1)C1CCCCC1
  2% | 1% | -2% | 1% | 4% | 3% | 6% | -2% | 8% | 4% | 0
> COc1ccccc1CN1CCNC(=O)C1CC(=O)NC1Cc2ccccc2C1 (configuration not stated)
  1% | 19% | -4% | -5% | 0% | -8% | 0% | 1% | 0% | 9% | 0

Compound activity as filed in PubChem BioAssay.
